Screening results: PubChem, several laboratories
HIF-2a block: HIF-2a reporter inhibitors, primary screen, luminescence, 786-0 RCC cells | 786-0 RCC cells HIF-2a reporter, luciferase luminescence, overnight | inhibition, % at 18.8 µM | actives 0.72% (n = 360,000);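 active means inhibition of the luminescence signal of 40% or more relative to plate controls, in a single-dose primary screen at 18.75 µM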
NR2E3 ag-1: NR2E3 agonists in two-hybrid cells, primary screen, cell-based, luminescence, CHO-S, Gal4-NCOR/VP16-NR2E3. Photoreceptor-specific nuclear receptor (Homo sapiens), Q9Y5X4. luciferase. inhibition of corepressor binding, % at 3.98 µM. actives 0.35% (n = 360,000). AID 602229, 2012;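 active means inhibition above the mean of all tested compounds plus 3 SD, cut at about 70% in these data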;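 further: 0% = DMSO with NR2E3 transfected cells and 100% = cells lacking NR2E3 construct; higher means lower luciferase signal from less NR2E3 corepressor binding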
Target sequence (Q9Y5X4 whole entry, looked up, the tested form may be a part): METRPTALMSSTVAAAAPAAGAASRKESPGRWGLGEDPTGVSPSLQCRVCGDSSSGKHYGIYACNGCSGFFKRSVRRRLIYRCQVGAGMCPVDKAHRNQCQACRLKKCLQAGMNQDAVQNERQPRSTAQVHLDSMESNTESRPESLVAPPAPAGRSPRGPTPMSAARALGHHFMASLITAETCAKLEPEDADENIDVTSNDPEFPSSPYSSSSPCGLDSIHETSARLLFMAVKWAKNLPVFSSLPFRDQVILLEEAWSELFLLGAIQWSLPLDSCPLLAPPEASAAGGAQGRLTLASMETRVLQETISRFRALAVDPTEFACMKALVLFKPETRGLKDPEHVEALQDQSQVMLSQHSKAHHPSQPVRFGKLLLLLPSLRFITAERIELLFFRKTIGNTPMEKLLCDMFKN
NR2E3 ag-2: inhibitors of NR2E3-RetCOR corepressor binding, primary screen, NR2E3 agonist project, biochemical, TR-FRET, GST-NR2E3, biotin-RetCOR. Photoreceptor-specific nuclear receptor (Homo sapiens), Q9Y5X4. 1536-well. actives 0.12% (n = 320,000). AID 2300, 2010. inhibition of corepressor binding, % at 4.78 µM;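 active means percent inhibition above the cutoff of mean plus 3 SD of all tested compounds, set per screening campaign, cut at about 20% in these data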;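 further: 0% = DMSO wells and 100% = biotin wells as full block of FRET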
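Material: NR2E3–RetCOR corepressor complex / Incubation: Compound–protein incubation for 5 h at 4 °C / Dosing: compound at 4.8 µM, single dose / Detection: time-resolved FRET / Benchmarks: high control biotin, low control 0.6% DMSO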
Shn3 inh set2: reduction of Shn3 3'UTR firefly luciferase signal, primary screen, Schnurri-3 inhibitor project, cell-based, Clone20 osteoblasts, set 2; Clone20 osteoblast Shn3 3'UTR firefly luciferase, 24 h; inhibition, % at 12.5 µM; actives 0.52% (n = 360,000); AID 588674, 2011;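 active means mean inhibition of at least 75% with every replicate also reaching 75%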;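 further: 0% = median of neutral control wells and 100% = pilot-screen positive control compound; some compounds past the cut are filed as inactive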
CF NFkB inh: inhibitors of PAF-induced NF-kB signaling, primary screen, cell-based, GFP fluorescence, uHTS | inhibition, % at 5 µM | actives 0.86% (n = 360,000) | KKLEB NF-kB-GFP reporter, GFP fluorescence overnight;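 active means at least 50% inhibition at 5 µM, scaled per plate between neutral and stimulator controls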;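 further: PAF is a Pseudomonas aeruginosa culture filtrate used as stimulus; plate controls were PAF-stimulated DMSO wells for no effect and unstimulated DMSO wells for full effect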
Peg3 promoter: Peg3 promoter-driven luciferase inhibitors, primary screen, cell-based, HeLa, luciferase luminescence | actives 1.7% (n = 360,000) | inhibition, % at 20 µM | HeLa PEG-Prom luciferase reporter, overnight;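 active means inhibition of at least 50% at 20 µM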
TROY signal inh: inhibitors of TROY-driven NF-kB signaling, primary screen, Q293 LMP1-TROYcd cells, NF-kB luciferase, uHTS; Q293 LMP1-TROYcd NF-kB luciferase reporter, 4 h; inhibition, % at 10 µM; actives 0.98% (n = 360,000);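 active means compounds whose plate-normalised and pattern-corrected inhibition of the luciferase reporter signal at the single screening dose is 50% or more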
TRPM1 prom inh: inhibitors of MITF-dependent TRPM1 promoter reporter, primary screen, cell-based, SK-MEL-5, single point, luciferase; SK-MEL-5 TRPM1 promoter luciferase, 24 h; inhibition, % at 12.5 µM; actives 0.83% (n = 330,000); AID 488899, 2010;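 active means mean inhibition across replicates of 60% or more, whatever share of single replicates reaches that level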; further: values of inactives mirror those of a sister screen read the other way
TWEAK-Fn14 inh: inhibitors of TWEAK-Fn14 signaling, primary screen, luciferase reporter cells, uHTS; inhibition, % at 10 µM; actives 2% (n = 360,000); TWEAK-stimulated Fn14 reporter cells, luciferase luminescence, 8 h; in the data active means inhibition above about 50%
KKLEB cytotox: cytotoxicity in KKLEB CF airway cells, primary screen, cytotoxicity control for CF NF-kB inhibitor project, cell-based, uHTS, fluorescence assay plates. AID 602141, 2011. actives 0.36% (n = 360,000). activity change (cytotoxicity), % at 5 µM. KKLEB CF airway cells viability, ATPlite luminescence, overnight; hits give low values; cells stimulated with P. aeruginosa culture filtrate;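 active means corrected activity change at or below -50% at 5 µM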
C8 TRAIL sens: viability loss with TRAIL in NB7+C8 cells, primary screen, TRAIL sensitizer project, cell-based, ATPlite luminescence; inhibition (viability loss, TRAIL sensitization), % at 10 µM; actives 1% (n = 360,000);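 active means compounds causing at least 50% loss of cell viability in the single-dose screen, relative to plate controls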
* hit, by the source's call; · = no result given. These rows are one share of the data, so the mix of outcomes need not match the whole.

Field names: A = HIF-2a block; B = NR2E3 ag-1; C = NR2E3 ag-2; D = Shn3 inh set2; E = CF NFkB inh; F = Peg3 promoter; G = TROY signal inh; H = TRPM1 prom inh; I = TWEAK-Fn14 inh; J = KKLEB cytotox; K = C8 TRAIL sens
Cc1cc2occ(CC(=O)NC3CCCc4ccccc43)c2cc1C (stereo not given)
  A: 25 | B: -9 | C: 4 | D: 8 | E: 7 | F: 15 | G: -18 | H: 10 | I: 2 | J: -8 | K: -1
CCOC(=O)c1cc(-c2ccc(C)cc2)n(CCC(=O)NCCN(C)C)c1C
  A: -3 | B: 7 | C: -1 | D: -10 | E: -1 | F: 0 | G: 14 | H: -1 | I: 24 | J: 2 | K: 8
O=C(c1ccccc1NS(=O)(=O)c1ccc(F)cc1)N1CCCC1
  A: 9 | B: 17 | C: 4 | D: -1 | E: 12 | F: 7 | G: 13 | H: -7 | I: -35 | J: -4 | K: -9
COc1ccc(NC(=O)C2=NN(C3CCS(=O)(=O)C3)C(=O)CC2)cc1S(N)(=O)=O (stereo not given)
  A: 2 | B: -42 | C: · | D: -1 | E: -13 | F: -2 | G: -2 | H: -8 | I: -2 | J: -1 | K: -10
CCOC(=O)[C@H]1[C@H]2COc3ccc(OC)cc3[C@@H]2N2C(=O)CN(Cc3ccc(Cl)cc3)C(=O)[C@@]12C
  A: 15 | B: -6 | C: 2 | D: 5 | E: -17 | F: 11 | G: -5 | H: 6 | I: 2 | J: -2 | K: -1
O=C(Nc1ccc(Oc2ccc(S(=O)(=O)N3CCOCC3)cn2)cc1)c1ccco1
  A: -9 | B: 30 | C: 1 | D: 1 | E: -13 | F: 4 | G: 4 | H: -5 | I: 5 | J: 8 | K: -1
COc1ccc(C(C)C)cc1S(=O)(=O)N1CCC(C(=O)NCC2CCCO2)CC1 (stereo not given)
  A: 15 | B: 1 | C: -2 | D: 11 | E: -2 | F: -1 | G: -12 | H: 1 | I: 1 | J: 2 | K: 9
CC(=O)c1cc(-c2ccccc2)n(CC(=O)N2CCC(C)CC2)c1C
  A: -1 | B: 9 | C: 2 | D: -7 | E: 3 | F: 10 | G: -5 | H: -4 | I: -5 | J: -1 | K: 18
N#C/C(=N\Nc1cccc(C(F)(F)F)c1)C(=O)c1csc(-c2cccnc2)n1
  A: -29 | B: 77* | C: -1 | D: 6 | E: 53* | F: 26 | G: 66* | H: 4 | I: -16 | J: -40 | K: -13
O=C(c1cc2sccc2n1Cc1ccc(F)cc1)N1CCCc2ccccc21
  A: 25 | B: -30 | C: -1 | D: 13 | E: 16 | F: 24 | G: 1 | H: 15 | I: 10 | J: -13 | K: 1
Nc1cc(N)cc(-c2nc3ccccc3o2)c1
  A: -58 | B: -36 | C: -1 | D: -22 | E: -6 | F: -124 | G: 25 | H: 9 | I: 82* | J: -4 | K: 11
O=C(CNc1cccc(Cl)c1)NNC(=S)NCc1ccccc1
  A: -3 | B: -33 | C: -1 | D: -5 | E: 0 | F: 13 | G: -2 | H: 5 | I: 0 | J: 5 | K: 0
CNC(=S)N(CCN(C)C)Cc1cc2cc3c(cc2[nH]c1=O)OCO3
  A: 12 | B: -19 | C: 1 | D: -15 | E: 6 | F: -9 | G: 3 | H: 14 | I: 16 | J: -8 | K: 9
COc1ccccc1N(Cc1cc(=O)[nH]c2ccccc12)C(=O)c1ccccc1
  A: 67* | B: -15 | C: 0 | D: 6 | E: -19 | F: 15 | G: 82* | H: 3 | I: 81* | J: 13 | K: -27
CCn1cc(CCCC(=O)NCc2ccccc2OC)c2ccccc21
  A: 19 | B: -23 | C: · | D: -12 | E: 7 | F: 19 | G: 2 | H: -10 | I: 18 | J: -1 | K: 2

Entries of single compounds as entered above:
Profile of CCOC(=O)c1cc(-c2ccc(C)cc2)n(CCC(=O)NCCN(C)C)c1C = HIF-2a block = -3; NR2E3 ag-1 = 7; NR2E3 ag-2 = -1; Shn3 inh set2 = -10; CF NFkB inh = -1; Peg3 promoter = 0; TROY signal inh = 14; TRPM1 prom inh = -1; TWEAK-Fn14 inh = 24; KKLEB cytotox = 2; C8 TRAIL sens = 8
Profile of O=C(CNc1cccc(Cl)c1)NNC(=S)NCc1ccccc1 = HIF-2a block = -3; NR2E3 ag-1 = -33; NR2E3 ag-2 = -1; Shn3 inh set2 = -5; CF NFkB inh = 0; Peg3 promoter = 13; TROY signal inh = -2; TRPM1 prom inh = 5; TWEAK-Fn14 inh = 0; KKLEB cytotox = 5; C8 TRAIL sens = 0

Remaining list, next part:
Field names: A = HIF-2a block; B = NR2E3 ag-1; C = NR2E3 ag-2; D = Shn3 inh set2; E = CF NFkB inh; F = Peg3 promoter; G = TROY signal inh; H = TRPM1 prom inh; I = TWEAK-Fn14 inh; J = KKLEB cytotox; K = C8 TRAIL sens
CCOc1ccc2c(c1)C(C)=CC(C)(C)N2S(=O)(=O)c1ccc(NC(C)=O)cc1
  A: 36 | B: -3 | C: 1 | D: -22 | E: 20 | F: 29 | G: 30 | H: 48 | I: -6 | J: -12 | K: 22
CC1(C)CC(=O)C=C(c2ccc(Cl)c(C(F)(F)F)c2)C1
  A: 11 | B: -1 | C: 3 | D: -10 | E: -17 | F: -6 | G: -8 | H: 5 | I: -18 | J: 31 | K: -1
Cn1c(Cn2cnc([N+](=O)[O-])n2)nnc1SCC(=O)Nc1ccccc1
  A: 9 | B: -1 | C: -5 | D: -5 | E: -10 | F: -3 | G: 4 | H: -15 | I: 17 | J: 2 | K: 1
COc1cc(C(=O)Nc2ccccc2C2COC(=O)C2=N)cc(OC)c1OC (stereo not given)
  A: 21 | B: 4 | C: 1 | D: 0 | E: -18 | F: 15 | G: 3 | H: -4 | I: 9 | J: 5 | K: -1
Cc1cccc(NC(=O)CSc2nnc(-c3ccco3)c(-c3ccco3)n2)c1
  A: 9 | B: -4 | C: · | D: 0 | E: 7 | F: 8 | G: -8 | H: 11 | I: -1 | J: -3 | K: -7
CCOc1ccc2[nH]cc(S(=O)(=O)c3ccc(F)cc3)c(=O)c2c1
  A: -16 | B: -39 | C: 0 | D: 30 | E: 0 | F: 4 | G: -8 | H: 9 | I: 22 | J: -13 | K: 2
OCCSc1ncnc2c1oc1ccccc12
  A: -58 | B: -13 | C: -2 | D: -10 | E: 0 | F: -73 | G: -24 | H: -18 | I: -23 | J: -4 | K: 6
CCN(CC)C(=O)c1ccccc1NS(=O)(=O)c1cccs1
  A: 13 | B: -6 | C: 2 | D: 15 | E: 6 | F: 9 | G: 1 | H: 4 | I: -9 | J: 22 | K: -6
Cc1nc(NCc2ccccc2)c(C(N)=O)c2c1COC(C)(C)C2
  A: 9 | B: -13 | C: 3 | D: 15 | E: -1 | F: -1 | G: 9 | H: 11 | I: -6 | J: -5 | K: 1
CC(=O)Nc1ccc(NC(=O)CSc2ccc(-c3ccc4c(c3)OCO4)nn2)cc1
  A: -78 | B: 12 | C: 4 | D: -36 | E: 20 | F: -72 | G: -46 | H: -43 | I: -21 | J: -24 | K: 28
CCc1c(C(=O)NNC(=S)NCC(C)C)csc1C
  A: -28 | B: -29 | C: 3 | D: 7 | E: 3 | F: -1 | G: -3 | H: 9 | I: 10 | J: 0 | K: -23
CN(c1ccccc1)S(=O)(=O)c1ccc(C(=O)NCc2ccccn2)cc1
  A: 2 | B: -18 | C: 1 | D: -7 | E: -6 | F: 26 | G: 12 | H: -3 | I: 42 | J: 18 | K: -7
CNCc1cc(C)n(-c2cc(S(=O)(=O)N3CCOCC3)ccc2N2CCCC2)c1C
  A: -7 | B: 10 | C: · | D: 0 | E: -17 | F: 7 | G: -2 | H: · | I: 11 | J: 8 | K: 0
CN(CC(=O)Nc1cccc(F)c1)C(=O)c1cc(S(=O)(=O)N(C)C)ccc1N1CCCC1
  A: 14 | B: 1 | C: 2 | D: -3 | E: 10 | F: 24 | G: 23 | H: 5 | I: -5 | J: -6 | K: 7
CSc1ccc(Cl)c(C(=O)Nc2ccc(N3CCOCC3)cc2)c1
  A: -54 | B: 2 | C: 3 | D: 5 | E: -8 | F: -5 | G: 13 | H: -1 | I: -9 | J: 9 | K: 4
Cc1cc(C)nc(NS(=O)(=O)c2ccc(NC(=O)COc3ccccc3)cc2)n1
  A: 5 | B: -4 | C: -3 | D: 8 | E: 9 | F: 12 | G: -8 | H: 3 | I: 17 | J: -17 | K: -1
Cc1cc(C)cc(NC(=O)C(C)N2C(=O)c3ccccc3C2=O)c1 (stereo not given)
  A: 17 | B: -24 | C: -1 | D: -13 | E: -15 | F: 11 | G: 13 | H: 3 | I: 2 | J: 10 | K: -12
CC(=O)Nc1ccc(NC(=O)c2ccccc2Nc2ccccc2)cc1
  A: -6 | B: -4 | C: 6 | D: 4 | E: -22 | F: -8 | G: -3 | H: -12 | I: -9 | J: 8 | K: 2
CCc1ccc(OCCCC(=O)Nc2nccs2)cc1
  A: -46 | B: 26 | C: -1 | D: -8 | E: 16 | F: -44 | G: -34 | H: -7 | I: -15 | J: -4 | K: 0
CCc1ccccc1NC(=O)C(Cc1cccc(OC)c1OC)c1nn[nH]n1 (stereo not given)
  A: 5 | B: 10 | C: -1 | D: -7 | E: -11 | F: 1 | G: 4 | H: 8 | I: 7 | J: 7 | K: 9
COc1ccc(Br)cc1/C=N/NC(=O)C[n+]1ccccc1
  A: 12 | B: -13 | C: -2 | D: -2 | E: 0 | F: 3 | G: 1 | H: 2 | I: 11 | J: 3 | K: -4
O=C(Nc1ccccc1)Nc1ccc(C(F)(F)F)cn1
  A: -189 | B: -22 | C: -2 | D: 1 | E: -1 | F: -141 | G: -33 | H: -53 | I: 3 | J: -5 | K: 6
CC(=O)Nc1ccc(S(=O)(=O)N(CCO)Cc2ccccc2)cc1
  A: 8 | B: -12 | C: -1 | D: -16 | E: 2 | F: 12 | G: -3 | H: 5 | I: -9 | J: -2 | K: 8
CSCCC(=O)N1CC[C@@H](N2CCN(c3ccccc3F)CC2)[C@H](O)C1
  A: 12 | B: 5 | C: -3 | D: -13 | E: 11 | F: 9 | G: 4 | H: -1 | I: 8 | J: -11 | K: -5
CC(C)(C)NS(=O)(=O)c1ccc(NS(C)(=O)=O)cc1
  A: 13 | B: 14 | C: -2 | D: -6 | E: 16 | F: 10 | G: 5 | H: 5 | I: -8 | J: 2 | K: 10

CF NFkB inh, what is marked active above.
Molecule,HIF-2a block,NR2E3 ag-1,NR2E3 ag-2,Shn3 inh set2,CF NFkB inh,Peg3 promoter,TRPM1 prom inh,TWEAK-Fn14 inh
N#C/C(=N\Nc1cccc(C(F)(F)F)c1)C(=O)c1csc(-c2cccnc2)n1,-29,77*,-1,6,53*,26,4,-16
